Screening data as filed in PubChem BioAssay.
p53ts 39C kill – kills p53ts cells at the nonpermissive temperature; Potency, µM (highest dose often 46.1 µM), for the others: top-dose activity change, negative = cell killing, most hits filed as cytotoxic; AID 902; 1.5% of 130,000 active; H1299-p53A138V viability at 39C, ATP luminescence, 24 h; note: nearly all actives have a fitted effect of over 55% in size
Peg3 imprint – induces erasure of genomic imprints in mouse ES cells | mouse ES Peg3-LacZ reporter, beta-gal luminescence, 40 h | Potency, µM (titrated, usually from 60.7 µM), for the others: at the top dose activity change, positive = activation, hits mostly activators | 0.02% of 110,000 active | AID 1948;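 note: 0% = negative control wells on the plate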
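Gelatin-coated wells received 300 freshly trypsinized female ES cells with a Peg3LacZ-Neo reporter on the maternal allele, then incubated 40 hours at 37C. BetaGlo was added for 5 minutes at room temperature before a single luminescence read.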
p53ts 32C kill – cytotoxicity in p53ts cells at permissive temperature. H1299-p53A138V at 32C, ATP luminescence viability, 24 h. 0.93% of 130,000 active. AID 924. Potency, µM (series often up to 46.1 µM), for the others: at the highest dose activity change, negative = cytotoxicity, actives largely listed as cytotoxic;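 note: 0% = DMSO and -100% = full killing by reference compound; nearly all actives have a fitted effect of over 55% in size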
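H1299-p53 A138V cells (temperature-sensitive p53) exposed 24 h to up to 46 uM compound at 32C, where p53 is wild-type in conformation. Viability read as ATP luminescence and normalised to DMSO and 100 uM tamoxifen. AC50 fitted with the Hill equation.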
IkB sig inh – inhibitors of IkB signaling in ABC-DLBCL cells. 0.04% of 110,000 active. AID 445. Potency, µM (doses to about 57.1 µM), for the others: at the highest dose IkBa stabilization activation. ABC-DLBCL IkBa-CBG/CBR dual luciferase ratio, 4 h; response scale: scaled: untreated 0%, proteasome inhibitor 100%; active = well fitted curve in the direction sought with a large enough effect in the signal ratio, not every such curve was filed as active; inconclusive = small, poorly fitted or top-dose-only effect, or a change in a side signal; the % refers to the signal ratio;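 note: the direction sought is a rising ratio; 0% = basal untreated cells and 100% = reference inhibitor full response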
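Curves were fitted separately to fusion (green), unfused (red) and ratio luminescence, then classed by r2, magnitude and activity. Cells: OCI-Ly3, 4 h compound plus doxycycline at 37C; 10 uM MG-132 defined full response.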
Starred values were filed as active, the others as inactive; [ ] = dose if it differs, or a comment. Unless noted, calls come from the whole dose curve; as a rule, active = well fitted curve in the direction sought with a large enough effect; inconclusive = small, poorly fitted or top-dose-only effect, or another doubt; inactive = no such curve, though single readings can be large; an effect the other way counts as inactive or inconclusive. Unless noted, % is set by controls: 0 for no effect and ±100 for the full control effect; potency is the fitted concentration of half-maximal effect.

The first 2 compounds, ahead of the listing:
What do the screens show for `COC(=O)c1ccc(NC(=O)c2ccc(CN3CCOCC3)cc2)cc1`?
p53ts 39C kill: -1.8%; Peg3 imprint: -18.0%; p53ts 32C kill: 0.4%; IkB sig inh: 3.4%

What do the screens show for `CCOc1ccc(Nc2cc(C)nc3nc(Cc4ccc(Cl)cc4)nn23)cc1`?
p53ts 39C kill: -10.5%; Peg3 imprint: -7.9%[10.9 µM]; p53ts 32C kill: -12.3%; IkB sig inh: -0.2%

All compounds of this part, from the start:
What do the screens show for `COC(=O)c1ccc(NC(=O)c2ccc(CN3CCOCC3)cc2)cc1`?
p53ts 39C kill: -1.8%; Peg3 imprint: -18.0%; p53ts 32C kill: 0.4%; IkB sig inh: 3.4%

What do the screens show for `CCOc1ccc(Nc2cc(C)nc3nc(Cc4ccc(Cl)cc4)nn23)cc1`?
p53ts 39C kill: -10.5%; Peg3 imprint: -7.9%[10.9 µM]; p53ts 32C kill: -12.3%; IkB sig inh: -0.2%

How did COC(=O)Cn1c(=NC(=O)CSCC(=O)NC2CCCCC2)sc2cc(OC)ccc21 do in these assays?
p53ts 39C kill: -9.2%; Peg3 imprint: -10.5%; p53ts 32C kill: -1.0%; IkB sig inh: 0.5%

What do the screens show for `O=C(c1ccccc1)N1CCN(C2CC(=O)N(CCc3ccccc3)C2=O)CC1` (stereo unspecified)?
p53ts 39C kill: 5.9%; Peg3 imprint: -11.4%; p53ts 32C kill: -3.5%; IkB sig inh: 2.3%

Results for C#C[C@H](N)CCC(=O)O ?
p53ts 39C kill: 10.7%; p53ts 32C kill: -9.6%; IkB sig inh: 3.1%

How did Cc1cc(C)nc(SCCc2cccc[n+]2C)n1 do in these assays?
p53ts 39C kill: -22.1%[9.22 µM]; Peg3 imprint: -8.6%[10.9 µM]; p53ts 32C kill: 7.4%[9.22 µM]; IkB sig inh: 1.3%[11.4 µM]

Results for CCCN1C(=O)c2ccccc2NC1c1cc(OC)c(OC)c(OC)c1 (stereo unspecified) ?
p53ts 39C kill: 4.3%; p53ts 32C kill: inconclusive

Results for N#C/C(=C\c1ccc(O)c(O)c1)C(=O)OCCc1cccs1 ?
p53ts 39C kill: -25.8%; Peg3 imprint: -28.4%; p53ts 32C kill: -29.4%; IkB sig inh: 1.7%

Results for Cc1cccc(N2C(=O)CC(c3ccc(F)cc3)C3=C2COC3=O)c1 (stereo unspecified) ?
p53ts 39C kill: -18.1%; Peg3 imprint: 20.3%[10.9 µM]; p53ts 32C kill: 4.0%; IkB sig inh: inconclusive

What do the screens show for `CCOC(=O)c1oc2ccccc2c1NC(=O)COC`?
p53ts 39C kill: -9.6%; Peg3 imprint: 8.2%; p53ts 32C kill: 0.2%; IkB sig inh: -2.2%

How did CC(C)c1[nH]nc2c1C(c1cccc(OC(=O)N3CCOCC3)c1)C(C#N)=C(N)O2 (stereo unspecified) do in these assays?
p53ts 39C kill: 2.4%; Peg3 imprint: -9.6%; p53ts 32C kill: -4.3%; IkB sig inh: 0.4%

What do the screens show for `CCOC(=O)c1[nH]c2ccccc2c1NC(=O)c1cc(OCC)c(OCC)c(OCC)c1`?
p53ts 39C kill: -26.1%; Peg3 imprint: -10.7%[10.9 µM]; p53ts 32C kill: -8.2%; IkB sig inh: inconclusive

How did CN1CCC2(CC1)CCN(C(=O)c1ccncc1)CC2 do in these assays?
p53ts 39C kill: -11.4%; p53ts 32C kill: -4.2%; IkB sig inh: 0.0%[11.4 µM]

Results for Cc1cccc2cc(C(c3nnnn3C3CCCC3)N3CCOCC3)c(=O)[nH]c12 (stereo unspecified) ?
p53ts 39C kill: -1.7%; Peg3 imprint: -5.0%; p53ts 32C kill: 2.0%; IkB sig inh: 0.4%

How did CN(C)CCCN1c2ccccc2Sc2cnccc21 do in these assays?
p53ts 39C kill: -2.8%[9.22 µM]; Peg3 imprint: -2.3%[10.9 µM]; p53ts 32C kill: 4.5%[9.22 µM]; IkB sig inh: -0.7%[11.4 µM]

How did Cc1ccc(-c2noc(C(C)NC(=O)c3ccco3)n2)cc1 (stereo unspecified) do in these assays?
p53ts 39C kill: -20.2%; Peg3 imprint: -12.5%[10.9 µM]; p53ts 32C kill: -7.5%; IkB sig inh: -0.4%

How did COc1ccc(-n2nc(C(=O)N3CCCC(C)C3)c3c4ccccc4n(C)c3c2=O)cc1Cl (stereo unspecified) do in these assays?
p53ts 39C kill: -2.4%; Peg3 imprint: 10.3%[10.9 µM]; p53ts 32C kill: 5.7%; IkB sig inh: inconclusive

How did c1ccc(-c2cc(N3CCOCC3)nc(-c3ccccc3)n2)cc1 do in these assays?
p53ts 39C kill: 0.2%; Peg3 imprint: -3.5%; p53ts 32C kill: 0.1%; IkB sig inh: -0.3%

How did CC(=O)Nc1c(C)nn(-c2ccccc2)c1N1CCC(C(=O)NCc2cccc(Cl)c2)CC1 do in these assays?
p53ts 39C kill: 19.4%; Peg3 imprint: -5.9%[10.9 µM]; p53ts 32C kill: 3.6%; IkB sig inh: 2.0%

How did O=C(CSc1nnc(C2COc3ccccc3O2)o1)N1CCCCC1 (stereo unspecified) do in these assays?
p53ts 39C kill: 13.0%; Peg3 imprint: -24.5%; p53ts 32C kill: 9.9%; IkB sig inh: -2.4%

Results for O=C(Cn1c(=O)n(Cc2ccccc2)c(=O)c2sc3ccccc3c21)Nc1ccc(F)cc1 ?
p53ts 39C kill: 10µM*; Peg3 imprint: -13.5%[10.9 µM]; p53ts 32C kill: inconclusive; IkB sig inh: inconclusive

Results for O=C(CSC1=Nc2ccccc2N=C(c2ccc(F)cc2)C1)NCc1ccccc1 ?
p53ts 39C kill: -18.1%; Peg3 imprint: -8.9%[10.9 µM]; p53ts 32C kill: 3.6%; IkB sig inh: 0.4%

What do the screens show for `C=CCSc1ncc(C#N)c(N)n1`?
p53ts 39C kill: 37.2%[activator]; p53ts 32C kill: -10.7%

Results for CCOC(=O)c1sc2ccccc2c1S(=O)(=O)Nc1cccc(C(F)(F)F)c1 ?
p53ts 39C kill: 17.1%; Peg3 imprint: 24.5%[10.9 µM]; p53ts 32C kill: 23.5%; IkB sig inh: inconclusive

What do the screens show for `Cc1cccc(C(=O)OCc2cc(=O)n3nc(-c4cccs4)sc3n2)c1`?
p53ts 39C kill: -6.6%; Peg3 imprint: -10.5%[10.9 µM]; p53ts 32C kill: -5.7%; IkB sig inh: 5.6%

What do the screens show for `Cc1cccc(-n2c(SCC(=O)Nc3nonc3C)nnc2-c2ccoc2C)c1`?
p53ts 39C kill: 2.1%; Peg3 imprint: -11.8%; p53ts 32C kill: 4.9%; IkB sig inh: -0.3%

Results for COc1ccc(C2(N3CCN(c4cc(C)ccc4C)CC3)C(=O)c3ccccc3C2=O)cc1 ?
p53ts 39C kill: -13.1%; Peg3 imprint: 7.2%[10.9 µM]; p53ts 32C kill: 9.7%; IkB sig inh: -0.3%

How did Cc1c(C)c2cc(Cl)c(OCc3nn[nH]n3)cc2oc1=O do in these assays?
p53ts 39C kill: 0.4%; Peg3 imprint: -0.6%; p53ts 32C kill: 6.2%; IkB sig inh: 2.9%

What do the screens show for `Cc1ccc(-n2nc3c(c2NC(=O)c2ccc4c(c2)OCO4)CS(=O)C3)cc1` (stereo unspecified)?
p53ts 39C kill: 25.1%; Peg3 imprint: -2.2%; p53ts 32C kill: 16.1%; IkB sig inh: -0.5%

Results for CCc1sc(C(=O)NC2CCN(C)CC2)cc1Br ?
p53ts 39C kill: 0.0%; Peg3 imprint: -5.9%; p53ts 32C kill: -2.5%; IkB sig inh: -5.6%

What do the screens show for `COc1cc(C2C(C(=O)c3ccc(C)o3)=C(O)C(=O)N2c2cc(C)on2)ccc1O` (stereo unspecified)?
p53ts 39C kill: 8.7%; Peg3 imprint: -11.0%; p53ts 32C kill: 3.9%; IkB sig inh: -2.6%

Results for CCOC(=O)C(C(=O)OCC)[C@@H]1CS(=O)(=O)C[C@H]1C(C(=O)OCC)C(=O)OCC ?
p53ts 39C kill: 13.2%; Peg3 imprint: -1.1%; p53ts 32C kill: -1.5%; IkB sig inh: 0.0%

How did Cc1ccc(C)c(NC(=O)c2nc(S(=O)(=O)Cc3ccc(F)cc3)ncc2Cl)c1 do in these assays?
p53ts 39C kill: 3.98µM*; Peg3 imprint: -33.7%[inhibitor][10.9 µM]; p53ts 32C kill: inconclusive; IkB sig inh: inconclusive

Results for CCOC(=O)C1=C(O)/C(=C/N(C)C)N=C1C ?
p53ts 39C kill: 9.5%; Peg3 imprint: -7.3%; p53ts 32C kill: -0.9%; IkB sig inh: 0.6%

Results for CCCOc1ccc(NC(=O)CC2C(=O)N(c3ccc(F)cc3)C(=O)N2CC(C)C)cc1 (stereo unspecified) ?
p53ts 39C kill: -7.7%; Peg3 imprint: 9.1%[10.9 µM]; p53ts 32C kill: -8.4%; IkB sig inh: -1.8%

What do the screens show for `CCOc1ccccc1NC(=O)CSc1nnc(-c2cnccn2)n1CC`?
p53ts 39C kill: -11.2%; Peg3 imprint: -4.2%; p53ts 32C kill: 4.2%; IkB sig inh: -0.1%

What do the screens show for `CC(=O)c1cc2c(cc1NC(=O)CN1CCN(c3cccc(C(F)(F)F)c3)CC1)OCO2`?
p53ts 39C kill: -12.0%; Peg3 imprint: 13.7%; p53ts 32C kill: -9.2%; IkB sig inh: -0.3%

How did O=C(O)c1cc(C(F)(F)F)nc2c(C(F)(F)F)cccc12 do in these assays?
p53ts 39C kill: -8.7%; Peg3 imprint: 5.7%; p53ts 32C kill: 5.3%

Results for CC1CCCCN1CCCNC(=O)c1ccc(Cc2nc3ccccc3[nH]2)cc1 (stereo unspecified) ?
p53ts 39C kill: 2.0%; p53ts 32C kill: 8.5%

How did O=C(NCc1ccccc1)N(Cc1cc2cc3c(cc2[nH]c1=O)OCO3)CC1CCCO1 (stereo unspecified) do in these assays?
p53ts 39C kill: -8.8%; Peg3 imprint: -6.0%; p53ts 32C kill: -2.0%; IkB sig inh: -0.8%

How did Cc1ccccc1Cn1nnc2c(=O)[nH]c(C3CCCN(C(=O)c4ccc(C(C)(C)C)cc4)C3)nc21 (stereo unspecified) do in these assays?
p53ts 39C kill: 31.6µM*; Peg3 imprint: -11.9%[10.9 µM]; p53ts 32C kill: 8.5%; IkB sig inh: inconclusive

Results for O=C1CC(c2ccccc2)C(C(=O)O)N1 (stereo unspecified) ?
p53ts 39C kill: 6.2%; Peg3 imprint: -6.9%; p53ts 32C kill: -0.1%; IkB sig inh: 1.0%

What do the screens show for `Cc1ccc(C)c(NC(=O)CSc2nnc(C)n3c2cc2occc23)c1`?
p53ts 39C kill: -16.1%; Peg3 imprint: -6.1%[10.9 µM]; p53ts 32C kill: -9.1%; IkB sig inh: inconclusive

Results for COc1cc(C2CC(=O)N(c3ccc(C)c(Cl)c3)C3=C2C(=O)OC3)cc(OC)c1OC (stereo unspecified) ?
p53ts 39C kill: 2.4%; Peg3 imprint: -7.6%[10.9 µM]; p53ts 32C kill: -1.9%; IkB sig inh: 3.1%

Results for CCOC(=O)c1c(C)nc2ccccn12 ?
p53ts 39C kill: 10.4%; Peg3 imprint: -12.8%; p53ts 32C kill: 8.3%; IkB sig inh: -7.2%

Results for Cc1ccc(C)c(NC(=O)Cn2ccn(-c3ccc(F)cc3)c(=O)c2=O)c1 ?
p53ts 39C kill: -7.7%; Peg3 imprint: -6.5%[10.9 µM]; p53ts 32C kill: -2.5%; IkB sig inh: -0.5%

Results for COc1ccc2[nH]c(=O)c(CN(C(=O)c3ccccn3)c3ccccc3)cc2c1 ?
p53ts 39C kill: 4.0%; Peg3 imprint: -12.0%; p53ts 32C kill: 7.9%; IkB sig inh: 5.7%

Results for C=CCN1C(=O)/C(=C2/Sc3ccccc3N2C)SC1=Nc1c(C)n[nH]c1C ?
p53ts 39C kill: 3.6%; Peg3 imprint: -6.8%; p53ts 32C kill: 1.5%; IkB sig inh: -0.8%
